HIV fusion peptide = inhibitors of HIV fusion peptide binding, primary screen, biochemical, uHTS, fluorescence dequenching (AID 1986). cell-free peptide binding, fluorescence dequenching, 30 min; higher % means a stronger effect. one-dose inhibition, % at 20 µM; IC50 in µM for titrated hits. 290,000 compounds, 0.3% hits; in the data active means inhibition mostly above about 52%, no sharp cut-off; inactive means mostly below about 76%; further: some results filed as inactive read as strong as hits
NOD1 NF-kB reporter = NOD1 signaling inhibitors, primary screen, cell-based, luminescence, uHTS (AID 1578) | NOD1-driven NF-kB luciferase reporter cells, luminescence; higher % means a stronger effect | inhibition, % at 4 µM; hits with a dose series show EC50 in µM | 290,000 compounds, 1% hits; in the data active means inhibition mostly above about 36%, no sharp cut-off; inactive means mostly below about 34%;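 further: HEK-293T reporter cells stimulated with the NOD1 agonist gamma-tri-DAP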
GPR55 activation = selective activators of receptor GPR55 – imaging, U2OS cells, beta-arrestin-GFP redistribution, primary screen (AID 1961) | U2OS GPR55 beta-arrestin-GFP redistribution imaging; higher % means a stronger effect | activation, % at 10 µM, or EC50 in µM where a hit was titrated | 290,000 compounds, 0.048% hits;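 active means activation above 40% with more than 50 cells counted in the well; inconclusive means wells holding fewer than 50 cells, flagged as toxic or sparse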;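 further: U2OS osteosarcoma cells stably expressing GPR55 and beta-arrestin-GFP; plate controls were DMSO negative control for no effect and LPI positive control for full effect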
KOR beta-arrestin-1 = kappa opioid receptor blockers – cell-based, luminescence, uHTS (AID 1778) | KOR beta-arrestin recruitment, luminescence, antagonist mode; higher % means a stronger effect | one-dose inhibition, % at 10 µM; IC50 in µM for titrated hits | 290,000 compounds, 0.091% hits; in the data active means inhibition above about 50%; further: strong numbers were not always called active
KOR beta-arrestin-2 = KOR agonists, beta-arrestin recruitment, primary screen, cell-based, luminescence, uHTS (AID 1777); 280,000 compounds, 0.02% hits; KOR beta-arrestin recruitment, luminescence; higher % means a stronger effect; activation, % at 10 µM, or EC50 in µM where a hit was titrated; in the data active means activation above about 50%, passing the limit was not always enough; further: a part of the inactive calls stands beside numbers as strong as those of hits
GPR35 antagonists = GPR35 antagonists blocking zaprinast-driven arrestin recruitment, primary screen, imaging, U2OS, beta-arrestin-GFP, zaprinast agonist (AID 2058). 290,000 compounds, 0.052% hits. inhibition, % at 10 µM, or IC50 in µM where a hit was titrated. U2OS GPR35 beta-arrestin-GFP translocation imaging, zaprinast antagonism; higher % means a stronger effect;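 active means inhibition of at least 50% with at least 30 cells and total cytoplasm GFP at most 10,000,000; inconclusive means under 30 cells or total GFP of 10,000,000 plus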
NS5 inhibitors = flavivirus cap methylation enzyme inhibition – biochemical, confirmation dose response, primary screen (AID 588689); Dengue-2 NS5 methyltransferase capping enzyme assay, biochemical; higher % means a stronger effect; inhibition, % at 25 µM; hits with a dose series show IC50 in µM; 340,000 compounds, 0.3% hits; in the data active means a potency from the dose series; inconclusive means inhibition above about 29% without an active follow-up result
West Nile antiviral = inhibition of WNV-induced cytopathic effect – cell-based, CPE readout (AID 1621); West Nile virus-infected cells, CPE inhibition; higher % means a stronger effect; 290,000 compounds, 0.02% hits; CPE inhibition, % at 10 µM, or IC50 in µM where a hit was titrated; in the data active means a potency from the dose series; inconclusive means CPE inhibition mostly from about 3.7% at the one dose, without a potency; inactive means the rest, 99 in 100 with CPE inhibition below about 2.2%; further: strong numbers were not always called active
GPR55 antagonists = inhibition of LPI-stimulated GPR55 beta-arrestin translocation – imaging, U2OS, beta-arrestin-GFP, LPI agonist, primary screen (AID 2013) | U2OS GPR55 beta-arrestin-GFP translocation imaging, LPI antagonism; higher % means a stronger effect | inhibition, % at 10 µM; hits with a dose series show IC50 in µM | 290,000 compounds, 0.13% hits;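 active means spots per cell inhibited over 60%, with over 100 cells counted and total cytoplasm intensity under 500,000; inconclusive means wells with under 100 cells, flagged as likely toxic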;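 further: U2OS cells stably carrying GPR55 and arrestin-GFP stimulated by 5 µM LPI near EC80; imaged beta-arrestin-GFP aggregate spots per cell after agonist stimulation; plate controls were LPI-stimulated DMSO wells for no effect and DMSO wells without LPI for full effect; some results filed as inactive read as strong as hits; confirmed hits need IC50 under 10 µM and bright autofluorescent wells are also inconclusive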
* = called active by the depositor; u = inconclusive; x = not tested or not shown; [ ] = dose if it differs, or a comment.

SMILES | HIV fusion peptide | NOD1 NF-kB reporter | GPR55 activation | KOR beta-arrestin-1 | KOR beta-arrestin-2 | GPR35 antagonists | NS5 inhibitors | West Nile antiviral | GPR55 antagonists
CN(C)C(CNS(=O)(=O)c1ccc2ccccc2c1)c1ccccc1 (stereo unspecified) | -2.3% | 5% | -0.1% | -20% | -2.5% | 6% | -1% | -0.4% | -18%
COc1ccc(OC)c(N(CC(=O)Nc2cccnc2)S(=O)(=O)c2ccccc2)c1 | 6.5% | 3% | -0.1% | -14% | 3.0% | 3% | -3% | -0.4% | -7%
O=C(COc1cccc2cccnc12)N1CCc2ccccc21 | -0.1% | -13% | -0.1% | -16%[20 µM] | -2.4% | 0% | -12% | -0.6% | -1%
CCCCSc1nc2ccccc2n1CC(=O)O | 0.0% | -41% | 0.4% | -33% | 1.2% | 8% | -1% | 0.1% | 7%
CCOC(=O)CSc1nnnn1-c1cccc2ccccc12 | 0.4% | -14% | -0.1% | -32% | 12% | 18% | 0% | 0.4% | 11%
COc1ccc(C(=O)CSc2nnc(-c3cc(C)on3)o2)cc1 | 4.0% | -15% | 0.0% | x | 2.9% | -3% | -2% | -0.9% | 10%
O=C(c1ccccc1)N1CCN(C2CC(=O)N(CCc3ccccc3)C2=O)CC1 (stereo unspecified) | 5.4% | -13% | -0.2% | -10% | -0.2% | 15% | -1% | 0.0% | -9%
Cc1oc(-c2cccs2)nc1CS(=O)CC(=O)NCCCN1CC(C)CC(C)C1 (stereo unspecified) | -2.5% | 0% | -0.1% | 16% | -0.9% | 0% | -1% | -0.4% | 14%
COc1cccc(NC(=O)Cn2c(=O)n(C)c(=O)c3sc4c(c32)COC(C)(C)C4)c1 | 0.1% | -20% | -0.1% | -33% | -1.6% | -11% | -2% | -0.2% | -6%
C/C(CC(=O)NCc1ccco1)=N\NC(=O)Cc1ccccc1 | -0.9% | 13% | 0.4% | 15% | -0.9% | -10% | 8% | 1.6% | 4%
CC1CCC(NC(=O)c2cc3c(s2)CS(=O)(=O)C3)CC1 (stereo unspecified) | 4.6% | -5% | -0.1% | 21% | 2.2% | 12% | -2% | 0.3% | 6%
CCOC(=O)C1C(c2ccc(O)c(OC)c2)NC(=O)NC1(O)C(F)(F)F (stereo unspecified) | 0.0% | 39% | 0.2% | -30% | 2.3% | -4% | -4% | -0.1% | -16%
O=C(COC(=O)c1cc([N+](=O)[O-])ccc1Cl)NC1CCCC1 | -1.1% | 1% | 0.2% | 1% | 1.6% | -8% | 7% | 0.1% | 7%
CC(C)OC(=O)/C(=C\c1ccc2c(c1)c1ccccc1n2C)NC(=O)c1ccccc1 | 4.5% | 20% | -0.2% | -24% | 1.3% | -2% | -1% | 1.2% | 31%
CCn1cc(S(=O)(=O)NC(C)c2cc(OC)ccc2OC)cn1 (stereo unspecified) | -1.3% | -10% | 0.0% | -9% | 5.9% | 12% | 4% | 0.1% | 20%
CC(C)(C)c1ccc(C(=O)NCCNC(=O)c2ccco2)cc1 | 0.9% | -24% | -0.2% | -52% | 1.9% | 2% | -7% | -0.6% | 4%
CC(=O)C1C(=O)c2c(cccc2[N+](=O)[O-])C1=Nc1cccc(Cl)c1 (stereo unspecified) | 12% | -14% | -0.1% | 15% | 2.9% | -13% | 4% | 0.2% | -10%
O=C(/C=C/c1cccc(Br)c1)NC1CCN(Cc2ccccc2)CC1 | 0.2% | -15% | 0.0% | -26% | 0.0% | 3% | 3% | 0.4% | 1%
CCOc1ccc(C(=O)Nc2c(C(N)=O)oc3ccccc23)cc1 | -0.3% | -24% | -0.5% | -34% | -0.8% | 29% | 3% | 0.7% | 14%
O=C(O)c1cc([N+](=O)[O-])ccc1NCc1ccccc1Cl | 12% | -23% | 0.5% | -7% | 1.1% | 0% | 5% | 1.0% | 7%
CCOC(=O)c1c(C)n(CC(O)CN(CC)CC)c2cc(Br)c(OC)cc12 (stereo unspecified) | -1.8% | -20% | -0.5% | 16% | -3.4% | 5% | 1% | 1.2% | 12%
Cc1nn(CCC#N)c(C)c1Oc1ccccc1O | 1.2% | -6% | -0.1% | 4% | -3.2% | -6% | 8% | 0.3% | 14%
Cc1ccsc1/C=C1\CCc2ccccc2C1=O | 4.2% | -23% | -0.1% | 8% | 8.6% | 0% | -6% | 1.0% | 11%
CN(C)C(=O)c1cc(C(=O)c2ccc(F)cc2C(F)(F)F)c[nH]1 | -1.1% | -10% | -0.1% | -21% | -1.8% | -3% | -1% | -0.2% | 4%
O=C(CSc1nnc(CCCN2C(=O)c3cccc4cccc(c34)C2=O)n1-c1ccccc1)N1CCN(CCO)CC1 | 0.3% | -28% | u | -8% | -2.7% | -4% | -1% | 0.4% | 8%
O=C(O)C1CCCCC1C(=O)Nc1ccccc1Nc1ccccc1 (stereo unspecified) | 0.2% | -3% | 0.0% | 8% | -1.9% | 7% | -6% | -0.1% | -5%
CSc1ccc(/C=N/NC(=O)c2ccc(C)c(C)c2)cc1 | -2.3% | 7% | -0.1% | -10% | -1.8% | 15% | -3% | -0.9% | 7%
COC(CNC(=O)c1ccc2c(=O)n(Cc3ccc(Cl)cc3)c(=S)[nH]c2c1)OC | 0.9% | 2% | -0.2% | -14% | 1.5% | 12% | -1% | -0.4% | -2%
O=C(Nc1ccccc1)OCCOc1cccc(Br)c1 | 1.8% | -17% | 0.5% | -22%[20 µM] | -5.9% | -9% | x | -0.3% | 8%
CCOc1ccccc1NC(=O)/C(C#N)=C/c1cccnc1 | 2.7% | -16% | -0.1% | -2% | -4.1% | -5% | 1% | 1.2% | 17%
Nc1nc(-c2cccs2)c(NC(=O)c2ccccc2)s1 | 1.1% | -30% | -0.2% | -6% | -7.9% | -8% | 20% | -0.5% | 15%
O=C(Nc1ccc(C(=O)O)cc1)/C(=C\c1ccc(F)cc1)NC(=O)c1ccco1 | -0.8% | -23% | 1.2% | -2% | -3.2% | 9% | -15% | 0.0% | -3%
CCNc1ccc(C2(O)C(=O)c3ccccc3C2=O)cc1 | -2.0% | 14% | -0.2% | -10% | 0.9% | 8% | 5% | -0.4% | -12%
CC1Cc2cc(/C(O)=C3\C(=O)C(=O)N(Cc4cccnc4)C3c3ccccc3F)ccc2O1 (stereo unspecified) | -1.4% | -4% | 0.2% | -50% | 1.0% | 4% | -2% | 0.9% | -3%
CCOc1c(Cl)cc(C(=O)Nc2cccc(C(=O)O)c2)cc1Cl | 7.9% | -58% | 0.2% | -14%[20 µM] | -6.6% | 1% | -9% | 0.5% | 6%
CCCOC(=O)Nc1cccc(C(C)=O)c1 | 1.7% | -3% | 0.2% | 18% | -7.0% | -2% | -7% | 0.6% | 4%
O=C(Nn1cnnc1)c1ccc(Cl)cc1 | 0.1% | -39% | 0.5% | -19%[20 µM] | -0.3% | 2% | -7% | 1.0% | -14%
Cc1c(NC(=O)c2cc(-c3ccc4c(c3)OCO4)on2)c(=O)n(-c2ccccc2)n1C | -0.3% | -25% | 0.0% | 34% | -3.1% | -10% | -6% | 0.4% | 8%
O=C(c1ccco1)N(Cc1ccccc1)c1cccc([N+](=O)[O-])c1 | -3.6% | 24% | 0.4% | 9% | -1.0% | 2% | 12% | -0.8% | 13%
COc1ccc(-n2nnnc2SCC(=O)c2ccc(OC)c(OC)c2)cc1 | 1.6% | 18% | -0.2% | 18% | -1.7% | -3% | -7% | -0.5% | 6%
O=C(CNC(=O)c1ccc(S(=O)(=O)N2CCCC2)cc1)N/N=C/c1ccc(Cl)cc1Cl | 2.2% | 7% | 0.2% | 1% | -1.0% | 0% | -8% | -1.3% | 3%
CSc1ncc(OCc2ccccc2)c(=O)[nH]1 | 0.4% | -1% | -0.2% | -17% | -1.6% | -1% | -6% | -0.2% | 5%
Cc1cc(C)cc(C(=O)Nc2ccc(NC(=O)Cc3ccccc3)cc2)c1 | -1.6% | -46% | -0.2% | 2% | 0.6% | -18% | 0% | 0.0% | 3%
COc1ccc(C2(CNS(=O)(=O)c3ccccc3)CCOCC2)cc1 | -0.5% | -26% | 0.2% | 8%[20 µM] | -0.7% | -6% | -2% | -0.8% | 15%
COc1ccccc1CNC(=O)CSc1nc2nc(C)cc(C)n2n1 | -1.8% | 7% | -0.1% | 8% | 0.2% | 0% | -4% | -0.7% | 22%
Cc1cccc(C)c1N1CCN(S(=O)(=O)N2CCOCC2)CC1 | 7.5% | -4% | 0.1% | 6% | -11% | 9% | 9% | -0.2% | 5%
Cc1ccc(-c2c(C(=O)N/N=C/c3c[nH]c4ccccc34)nnn2-c2nonc2N)cc1 | -0.8% | -16% | 0.2% | -4% | 8.1% | -1% | -4% | 1.0% | 1%
COc1cccc(C2CC(c3cccs3)=NN2C(=O)CSC2=NN3CCCC(=O)N=C3S2)c1OC (stereo unspecified) | 0.5% | -3% | -0.3% | -4% | -0.8% | -2% | 0% | 0.1% | 2%
CCOc1cccc(-c2nnc3sc(-c4cc(OC)c(OC)c(OC)c4)nn23)c1 | 13% | -111% | 0.2% | -37% | -4.7% | -6% | -10% | x | -7%
CCn1c2ccccc2c2nnc(SCc3ccccc3)nc21 | 3.0% | 2% | -0.1% | 4% | -1.2% | 4% | -3% | -0.4% | 29%
Cc1[nH]n(-c2ccccc2)c(=O)c1/C=N/N1CCOCC1 | -1.0% | 7% | -0.1% | 21% | -0.6% | -2% | 4% | 0.3% | 0%
COc1cc(C(=O)OC2CCOC2=O)c([N+](=O)[O-])cc1OC (stereo unspecified) | -1.5% | -10% | -0.2% | -4% | -3.2% | -1% | 0% | 0.5% | 6%
CC1CC(=O)N(C)c2ccc([N+](=O)[O-])cc2N1 (stereo unspecified) | -1.4% | -18% | 0.3% | -7% | 13% | -1% | -1% | 0.4% | -1%
O=c1c2[nH]c3ccc(F)cc3c2ncn1C1CCCCC1 | -0.8% | -45% | -0.2% | 16% | -5.2% | 13% | -2% | 0.2% | -1%

Results in HIV fusion peptide and NS5 inhibitors, for some of the entries so far:
Molecule,HIV fusion peptide,NS5 inhibitors
COc1ccccc1CNC(=O)CSc1nc2nc(C)cc(C)n2n1,-1.8%,-4%
Cc1cccc(C)c1N1CCN(S(=O)(=O)N2CCOCC2)CC1,7.5%,9%
Cc1ccc(-c2c(C(=O)N/N=C/c3c[nH]c4ccccc34)nnn2-c2nonc2N)cc1,-0.8%,-4%
COc1cccc(C2CC(c3cccs3)=NN2C(=O)CSC2=NN3CCCC(=O)N=C3S2)c1OC (stereo unspecified),0.5%,0%

Only part of the results is shown; the hit share may differ from the screen's.
